# Screening results deposited in PubChem by several laboratories.
# TLR9-MyD88 inh – inhibitors of TLR9-MyD88 association in cells, primary screen, cell-based, CHO, BLA complementation, fluorescence; 0.21% of 340,000 active; Toll-like receptor 9 (Homo sapiens) + Myeloid differentiation primary response protein …; inhibition, % at 4.98 µM; CCF4 FRET ratio; AID 504734, 2011;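 active = inhibition above the mean over all tested compounds plus 3 SD, cut at about 21% in these data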;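 note: 0% = DMSO only wells and 100% = clavulanate BLA inhibitor control wells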
# TWEAK-Fn14 inh – inhibitors of TWEAK-Fn14 signaling, primary screen, luciferase reporter cells, uHTS. TWEAK-stimulated Fn14 reporter cells, luciferase luminescence, 8 h. inhibition, % at 10 µM. 2% of 360,000 active; in the data active = inhibition above about 50%
# C8 TRAIL sens – viability loss with TRAIL in NB7+C8 cells, primary screen, TRAIL sensitizer project, cell-based, ATPlite luminescence; AID 624354, 2012; 1% of 360,000 active; inhibition (viability loss, TRAIL sensitization), % at 10 µM;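 active = compounds causing at least 50% loss of cell viability in the single-dose screen, relative to plate controls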
# NCOA2 inhibitor – inhibition of GAL4-SRC2 driven luciferase reporter, primary screen, SRC2 inhibitor project, cell-based, luminescence. Nuclear receptor coactivator 2 (Homo sapiens), Q15596. AID 651957, 2012. inhibition, % at 9 µM. HEK293 GAL4-SRC2 luciferase reporter. 0.17% of 370,000 active;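 active = inhibition above the mean inhibition of all tested compounds plus 3 SD, set per campaign, cut at about 52% in these data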;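 note: 0% = DMSO treated cells and 100% = cells given Gossypol at 36 µM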
# COUP-TFII inh – NR2F2 transcriptional activity inhibitors, primary screen, cell-based, luciferase reporter, HEK293T, luminescence. HEK293T NGFI-A luciferase reporter. inhibition, % at 8.6 µM. 0.7% of 370,000 active. AID 686940, 2013;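 active = inhibition above a per-plate cutoff, mean inhibition of test wells between control levels plus 3 SD, cut at about 38% in these data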;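 note: cells cotransfected with COUP-TFII expression vector driving the NGFI-A reporter; 0% = median of COUP-TF2 test wells and 100% = reporter-only cells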
# EBV LMP1 NFkB – EBV LMP1-driven NF-kappaB luciferase reporter inhibitors, primary screen, cell-based, luminescence, single point; LMP1-induced NF-kappaB luciferase reporter cells; inhibition, % at 12.5 µM; 0.69% of 350,000 active; AID 504558, 2011; in the data active = inhibition above about 41%;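 note: 0% = neutral control wells and 100% = reference inhibitor control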
# NOD2-RIPK2 inh – NOD2-RIPK2 binding disruptors in cells, primary screen, fluorescence, CHO cells, BLA complementation. Receptor-interacting serine/threonine-protein kinase 2 (Homo sapiens), O43353. CCF4 ratio. inhibition, % at 4.98 µM. 0.38% of 360,000 active. AID 624267, 2012; in the data active = inhibition above about 21%;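 note: 0% = vehicle only and 100% = reference blocker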
# SRC1 inh – SRC1 coactivator transcriptional activity inhibitors, primary screen, cell-based, luminescence; HEK293 GAL4-SRC1 luciferase reporter; 0.12% of 360,000 active; inhibition, % at 3.6 µM; Nuclear receptor coactivator 1 (Homo sapiens), Q15788; AID 588354, 2011;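 active = inhibition above the campaign mean plus 3 SD, with each screening campaign given its own cutoff, cut at about 60% in these data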;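 note: 0% = DMSO treated cells and 100% = gossypol at 36 µM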
# TROY signal inh – inhibitors of TROY-driven NF-kB signaling, primary screen, Q293 LMP1-TROYcd cells, NF-kB luciferase, uHTS; inhibition, % at 10 µM; 0.98% of 360,000 active; Q293 LMP1-TROYcd NF-kB luciferase reporter, 4 h;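 active = compounds whose plate-normalised and pattern-corrected inhibition of the luciferase reporter signal at the single screening dose is 50% or more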
# SRC3 inh – SRC3 coactivator transcriptional activity inhibitors, primary screen, cell-based, luminescence; Nuclear receptor coactivator 3 (Homo sapiens), Q9Y6Q9; HEK293 GAL4-SRC3 luciferase reporter; inhibition, % at 3.6 µM; 0.17% of 360,000 active;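 active = inhibition above a per-campaign cutoff, the mean of all compounds plus 3 SD, cut at about 60% in these data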;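 note: 0% = DMSO-treated cells and 100% = gossypol-treated cells at 36 µM; higher means less SRC3-driven luciferase light from the GAL4 reporter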
# NR5A2 inv ag – LRH-1 (NR5A2) inverse agonists, primary screen, cell-based, luminescence, HEK293T, StAR-luciferase reporter; LRH-1 transfected, 24 h; inhibition, % at 3.6 µM; 0.13% of 360,000 active;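 active = inhibition above the mean inhibition of all tested compounds plus 3 SD, cut at about 73% in these data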;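 note: 0% = DMSO wells and 100% = reporter-only cells lacking LRH-1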
# * hit, by the source's call; . = no result given.
SMILES,TLR9-MyD88 inh,TWEAK-Fn14 inh,C8 TRAIL sens,NCOA2 inhibitor,COUP-TFII inh,EBV LMP1 NFkB,NOD2-RIPK2 inh,SRC1 inh,TROY signal inh,SRC3 inh,NR5A2 inv ag
COC(=O)c1c(NC(=O)CC2SC(N)=NC2=O)sc2c1CCC(C(C)(C)C)C2 (stereo unspecified),10.4,11.0,22.2,23.9,-4.6,-9.8,-5.9,9.0,-2.7,12.3,-31.9
C/C(=N\Nc1ccc(F)cc1)c1ccncc1,10.8,-1.6,0.9,-37.0,8.9,-14.0,20.2,-1.3,-5.4,13.8,10.4
CC(C)C(=O)NNC(=O)c1csc(-c2cccs2)n1,-2.9,3.1,-32.2,10.5,-9.2,-0.3,4.2,-6.9,-3.1,-2.3,10.2
CC(c1ccccc1)N1C(=O)OC(C)(C)C1(C)O (stereo unspecified),-3.7,0.6,9.2,-4.6,-12.3,-9.7,-5.3,-4.8,-1.6,22.5,-6.1
Cc1cc(Cn2ccnc2)c(C)c([N+](=O)[O-])c1Cn1ccnc1,8.2,8.7,2.8,-8.9,-4.1,2.0,-3.3,14.8,5.8,-42.9,-11.7
CCCN(CCC)CCCNC(=S)Nc1ccc2nc(N3CCCC3)cc(C)c2c1,0.1,-40.3,5.4,-13.7,-4.1,-27.5,7.6,7.0,-6.8,14.4,2.8
COc1ccc2c3c([nH]c2c1)C1CC2C(CC(O)C(OC)C2C(=O)O)CN1CC3 (stereo unspecified),5.1,32.3,-4.3,-2.7,18.6,-6.0,-5.2,0.9,1.8,2.7,0.5
CN1C(=O)C(O)(CC(=O)/C=C/c2ccco2)c2ccccc21 (stereo unspecified),10.2,-10.9,9.5,-32.2,-1.7,-5.9,5.7,8.0,-9.9,9.8,3.4
CC(=O)c1c(C)oc2ccc(N(C(=O)C3CCCCC3)S(=O)(=O)c3cc([N+](=O)[O-])ccc3C)cc12,7.0,-2.1,8.6,4.4,-3.3,-1.1,-3.0,-15.8,7.3,10.7,25.0
CC1=NN(C(=O)COc2ccccc2C)C(O)(c2ccc(Cl)cc2)C1 (stereo unspecified),1.2,-19.2,-3.7,-7.7,-5.7,3.0,-8.4,-0.8,-19.2,11.2,11.4
CCOc1c(Br)cc(C2NS(=O)(=O)N=C3CCCCCN32)cc1OC (stereo unspecified),-0.1,-5.0,-7.5,25.0,-7.8,-15.5,-20.8,5.7,13.3,6.7,5.0
O=c1cc(C2CCCCC2)[nH]c(=O)[nH]1,-1.2,-0.4,-12.7,-0.5,5.3,51.7*,-13.2,-9.9,-11.2,-1.2,41.2
COc1cccc(NC(=S)N2CCC(Cc3ccccc3)CC2)c1,7.9,-19.7,-6.2,-9.5,-17.2,2.4,8.7,-5.8,-15.4,-5.9,-18.6
O=C(CSc1nc2ccccc2[nH]1)c1c[nH]c2ccccc12,3.3,-4.9,-7.2,-24.1,-8.6,-10.8,0.2,-3.8,-81.2,-67.1,-33.9
CC(=O)Nc1ccc(NC(=S)NC(=O)/C=C/c2ccco2)cc1,-3.3,19.2,7.2,2.2,-3.1,8.1,4.2,-5.2,-0.1,13.5,4.3
COc1ccc(CCNC(=O)C(=O)NCC2CCCN2S(=O)(=O)c2ccc(OC)cc2)cc1 (stereo unspecified),10.7,23.0,-1.3,22.8,6.5,-3.5,0.8,-6.8,26.8,3.5,8.8
Cc1cc(NC(=O)CSc2nc3cc(Cl)ccc3c(=O)n2Cc2ccco2)no1,6.8,-8.9,-4.2,-0.6,-1.7,16.4,-10.6,-7.7,15.9,18.6,-1.2
COC(=O)c1sccc1NC(=O)Cc1ccc(OC)c(OC)c1,-4.4,-0.3,-3.8,14.0,7.6,4.7,-4.0,0.0,15.7,16.1,4.9
Nc1c(N(CCO)C(=O)C2CCCCC2)c(=O)[nH]c(=O)n1Cc1ccccc1,3.4,-2.6,-4.3,-7.6,-1.6,-3.0,8.7,-4.3,3.6,1.5,10.9
O=C(NCc1ccc2c(c1)OCO2)Nc1ccc(Cl)cc1,-3.4,-12.3,-7.9,-30.6,-9.9,-11.3,-1.5,-19.0,-49.2,-1.4,-22.1
COc1ccc(S(=O)(=O)N2CCOCC2)cc1NC(=O)CSc1cccc[n+]1[O-],2.6,-0.1,9.5,-8.2,12.9,-1.5,5.8,-21.8,-7.5,-2.2,7.9
COc1ccc(-c2nnn(CC(=O)Nc3ccc4c(c3)OCCO4)n2)cc1OC,0.8,-14.4,4.4,.,.,-8.1,-5.5,3.3,-13.7,25.4,5.3
O=C(CS(=O)(=O)Cc1ccccc1)Nc1ccccc1Cl,-0.4,-3.4,-0.9,-5.3,-16.6,9.9,2.0,-6.5,-29.2,3.0,-32.8
COc1ccccc1C1C(C(=O)c2cc3ccccc3o2)=C(O)C(=O)N1CCN(C)C (stereo unspecified),-5.4,-15.6,-2.6,-25.5,-2.8,-3.0,-12.5,-26.8,-28.2,14.5,15.8
Cc1onc(C(=O)/C=C/N(C)C)c1C(=O)Nc1nccs1,-1.8,-16.9,-0.1,-15.8,-1.8,-0.1,-6.3,-3.3,-12.9,6.6,-10.6
# Next structures follow:
SMILES,TLR9-MyD88 inh,TWEAK-Fn14 inh,C8 TRAIL sens,NCOA2 inhibitor,COUP-TFII inh,EBV LMP1 NFkB,NOD2-RIPK2 inh,SRC1 inh,TROY signal inh,SRC3 inh,NR5A2 inv ag
CCN(Cc1ccccc1)C(=O)c1cccs1,-0.9,-1.8,-6.2,-18.6,11.3,-7.8,-10.6,-0.5,-12.8,-5.4,7.6
O=C(CSc1nnc2ccc(-c3ccncc3)nn12)c1cccs1,-6.2,-6.6,-8.3,26.8,1.6,-1.2,3.3,11.8,3.0,14.9,9.6
Cc1cc(=O)n2nc(N3CCCC(C(=O)NC4CCC(C)CC4)C3)sc2n1 (stereo unspecified),0.2,3.2,8.8,8.6,21.1,2.8,-12.0,2.2,-5.2,8.6,3.6
CCN(CC)C(=O)C1CCN(Cc2cn(C)nc2-c2ccc(Oc3ccccc3)cc2)CC1,-3.0,37.5,2.2,-1.3,-10.3,7.6,-8.8,-33.0,-2.3,13.3,-16.9
CCOC(=O)C1(C)CCCN(C(=O)c2cc(F)ccc2C)C1 (stereo unspecified),.,7.9,-45.5,-4.1,-7.4,.,-1.2,-2.7,-12.3,10.9,-0.8
CC(C)CNS(=O)(=O)c1ccc(OCC(=O)Nc2ccc3c(c2)OCCO3)cc1,9.0,33.7,-5.8,-1.9,-0.4,3.4,4.5,5.8,43.8,-1.2,9.7
CC(C)n1nc(C(=O)Nc2nnc(SCc3c(Cl)cccc3Cl)s2)c2ccccc2c1=O,-12.9,16.3,-31.9,5.7,7.2,5.9,-9.4,-6.8,13.5,0.2,-5.6
CCN(C1=NS(=O)(=O)c2ccccc21)N(CC)S(=O)(=O)c1ccc(C)cc1,-4.5,3.9,4.7,24.6,3.2,7.4,-7.0,-19.8,-4.0,9.7,2.4
O=C(CN1CCN(c2ccccc2)CC1)N1N=CCC1c1ccccc1 (stereo unspecified),-1.8,13.7,-6.4,1.9,-10.1,2.3,4.2,-0.1,7.2,29.3,4.0
O=C(NC1CC1)C1=C[C@@H](c2coc3ccccc3c2=O)C[C@@H](OCc2ccc(CO)cc2)O1,2.0,-2.6,-4.2,-11.3,-1.1,-4.5,0.6,2.3,-17.1,-8.3,-14.6
CCOc1ccc2nc(N3CCCC(C(=O)NC4CCCC4)C3)sc2c1 (stereo unspecified),-8.7,26.7,42.1,8.6,-5.9,-2.2,-5.3,-42.9,28.5,-8.3,-10.4
CCCc1c(C(=O)N/N=C/c2cccc3ccccc23)nnn1-c1nonc1N,-3.8,-49.0,23.9,10.6,-4.6,-13.0,3.3,1.1,-38.8,2.9,-3.2
CCn1c(SCC(=O)N(C)C2CCS(=O)(=O)C2)nnc1-c1ccccc1 (stereo unspecified),-2.9,-6.1,-1.4,-0.7,3.7,4.0,5.5,-9.9,7.0,12.3,0.3
C=CC[C@H](CC(=O)OC(C)(C)C)C(=O)OC[C@H]1CCCN1C(=O)[C@@H](CC=C)CC(=O)N(CCO)Cc1ccccc1,-8.1,-2.2,8.8,5.1,1.1,8.2,-6.6,-0.1,-1.4,6.6,-13.3
O=C(NCCC1=CCCCC1)C1CCN(S(=O)(=O)N2CCCC2)CC1,-1.5,3.4,14.1,30.5,17.6,-0.4,6.1,-29.2,6.1,-9.7,-0.9
CS(=O)(=O)c1ccc(C(=O)N2CCN(Cc3ccccc3)CC2)cc1,-6.2,5.5,-0.1,18.5,4.5,0.8,-10.8,-10.5,5.3,5.2,-2.6
CCc1nnc(NC(=O)CSc2nnc(C(C)NC(=O)c3ccccc3F)n2C)s1 (stereo unspecified),-5.3,29.5,6.7,6.5,12.9,-20.0,-5.9,-3.4,9.7,-17.1,2.2
Cc1cc(C)c(C)c(S(=O)(=O)NCC(=O)N2CCCC2)c1C,-0.1,-2.5,12.6,17.3,19.8,-2.8,-1.9,1.4,11.3,3.8,-24.1
CC(OC(=O)c1cccc(S(=O)(=O)Nc2cccc(C(F)(F)F)c2)c1)C(=O)Nc1ccc2c(c1)OCCO2 (stereo unspecified),2.3,21.1,5.1,6.1,0.2,-6.0,-1.1,3.8,49.5,7.3,22.8

# This is a subset; the hit share may differ from the screen's.
